Screening results: PubChem, several laboratories
NR5A2 inv ag: LRH-1 (NR5A2) inverse agonists, primary screen, cell-based, luminescence, HEK293T, StAR-luciferase reporter; Nuclear receptor subfamily 5 group A member 2 (Homo sapiens), O00482; LRH-1 transfected, 24 h; inhibition, % at 3.6 µM; 0.13% of 360,000 active;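 active = inhibition above the mean inhibition of all tested compounds plus 3 SD, cut at about 73% in these data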;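 also: 0% = DMSO wells and 100% = reporter-only cells lacking LRH-1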
SRC3 inh: SRC3 coactivator transcriptional activity inhibitors, primary screen, cell-based, luminescence. HEK293 GAL4-SRC3 luciferase reporter. inhibition, % at 3.6 µM. 0.17% of 360,000 active;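 active = inhibition above a per-campaign cutoff, the mean of all compounds plus 3 SD, cut at about 60% in these data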;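 also: 0% = DMSO-treated cells and 100% = gossypol-treated cells at 36 µM; higher means less SRC3-driven luciferase light from the GAL4 reporter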
NOD2 RIPK2 PPI: NOD2-RIPK2 binding disruptors in cells, primary screen, fluorescence, CHO cells, BLA complementation | Receptor-interacting serine/threonine-protein kinase 2 (Homo sapiens), O43353 | CCF4 ratio | inhibition, % at 4.98 µM | 0.38% of 360,000 active; in the data active = inhibition above about 21%;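 also: 0% = vehicle only and 100% = reference blocker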
ABHD5-PLIN5 inh: ABHD5-PLIN5 interaction inhibitors, primary screen, cell lysate, split luciferase complementation, luminescence; Perilipin-5 (Homo sapiens) + 1-acylglycerol-3-phosphate O-acyltransferase ABHD5 (Homo …; Split G. princeps luciferase complementation, 4 h; inhibition, % at 4 µM; 0.78% of 360,000 active;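 active = inhibition above the mean inhibition across every tested compound plus 3 SD, cut at about 22% in these data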;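 also: 0% = DMSO only wells and the 100% control is not disclosed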
MC4R antag cAMP: MC4R antagonists of cAMP signaling, primary screen, cell-based, TR-FRET, antagonist arm of biased-ligand search | Melanocortin receptor 4 (Homo sapiens), P32245 | MC4R-expressing cells, MTII-stimulated cAMP, LANCE TR-FRET | inhibition, % at 6.5 µM | 0.48% of 360,000 active;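 active = inhibition above its plate's cutoff, the mean of tested wells on that plate plus 3 SD, cut at about 29% in these data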;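 also: 0% = Melanotan II alone and 100% = Melanotan II plus saturating MCL0020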
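System: U2OS cells stably expressing human melanocortin 4 receptor (MC4R). Reagent: Melanotan II challenge after compound preincubation. Doses: 6.5 µM. Times: 30-min compound, 1-h challenge, 1-h detection, room temperature. Measured by: TR-FRET with Eu-cAMP and labeled anti-cAMP, 671 nm. Replicates: singlicate.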
TLR9-MyD88 inh: inhibitors of TLR9-MyD88 association in cells, primary screen, cell-based, CHO, BLA complementation, fluorescence | 0.21% of 340,000 active | inhibition, % at 4.98 µM | AID 504734, 2011 | Toll-like receptor 9 (Homo sapiens) + Myeloid differentiation primary response protein … | CCF4 FRET ratio;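 active = inhibition above the mean over all tested compounds plus 3 SD, cut at about 21% in these data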;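 also: 0% = DMSO only wells and 100% = clavulanate BLA inhibitor control wells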
LMP1 NFkB inh: EBV LMP1-driven NF-kappaB luciferase reporter inhibitors, primary screen, cell-based, luminescence, single point; LMP1-induced NF-kappaB luciferase reporter cells; inhibition, % at 12.5 µM; 0.69% of 350,000 active; in the data active = inhibition above about 41%;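 also: 0% = neutral control wells and 100% = reference inhibitor control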
SRC2 inh: inhibition of GAL4-SRC2 driven luciferase reporter, primary screen, SRC2 inhibitor project, cell-based, luminescence | Nuclear receptor coactivator 2 (Homo sapiens), Q15596 | HEK293 GAL4-SRC2 luciferase reporter | inhibition, % at 9 µM | 0.17% of 370,000 active;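 active = inhibition above the mean inhibition of all tested compounds plus 3 SD, set per campaign, cut at about 52% in these data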;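 also: 0% = DMSO treated cells and 100% = cells given Gossypol at 36 µM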
MC4R ag barr: MC4R agonists recruiting beta-arrestin, primary screen, cell-based, luminescence, agonist arm of biased-ligand search; Melanocortin receptor 4 (Homo sapiens), P32245; U2OS MC4R beta-arrestin complementation; percent of melanotan II response, DMSO zero; activation, % at 8.9 µM; 0.98% of 360,000 active;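 active = activation above a per-plate cutoff, the mean activation of sample wells on that plate plus 3 SD, cut at about 8% in these data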
NCOA1 inh: SRC1 coactivator transcriptional activity inhibitors, primary screen, cell-based, luminescence; Nuclear receptor coactivator 1 (Homo sapiens), Q15788; HEK293 GAL4-SRC1 luciferase reporter; inhibition, % at 3.6 µM; 0.12% of 360,000 active; AID 588354, 2011;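 active = inhibition above the campaign mean plus 3 SD, with each screening campaign given its own cutoff, cut at about 60% in these data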;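 also: 0% = DMSO treated cells and 100% = gossypol at 36 µM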
Target sequence (Q15788 whole entry, looked up, the tested form may be a part): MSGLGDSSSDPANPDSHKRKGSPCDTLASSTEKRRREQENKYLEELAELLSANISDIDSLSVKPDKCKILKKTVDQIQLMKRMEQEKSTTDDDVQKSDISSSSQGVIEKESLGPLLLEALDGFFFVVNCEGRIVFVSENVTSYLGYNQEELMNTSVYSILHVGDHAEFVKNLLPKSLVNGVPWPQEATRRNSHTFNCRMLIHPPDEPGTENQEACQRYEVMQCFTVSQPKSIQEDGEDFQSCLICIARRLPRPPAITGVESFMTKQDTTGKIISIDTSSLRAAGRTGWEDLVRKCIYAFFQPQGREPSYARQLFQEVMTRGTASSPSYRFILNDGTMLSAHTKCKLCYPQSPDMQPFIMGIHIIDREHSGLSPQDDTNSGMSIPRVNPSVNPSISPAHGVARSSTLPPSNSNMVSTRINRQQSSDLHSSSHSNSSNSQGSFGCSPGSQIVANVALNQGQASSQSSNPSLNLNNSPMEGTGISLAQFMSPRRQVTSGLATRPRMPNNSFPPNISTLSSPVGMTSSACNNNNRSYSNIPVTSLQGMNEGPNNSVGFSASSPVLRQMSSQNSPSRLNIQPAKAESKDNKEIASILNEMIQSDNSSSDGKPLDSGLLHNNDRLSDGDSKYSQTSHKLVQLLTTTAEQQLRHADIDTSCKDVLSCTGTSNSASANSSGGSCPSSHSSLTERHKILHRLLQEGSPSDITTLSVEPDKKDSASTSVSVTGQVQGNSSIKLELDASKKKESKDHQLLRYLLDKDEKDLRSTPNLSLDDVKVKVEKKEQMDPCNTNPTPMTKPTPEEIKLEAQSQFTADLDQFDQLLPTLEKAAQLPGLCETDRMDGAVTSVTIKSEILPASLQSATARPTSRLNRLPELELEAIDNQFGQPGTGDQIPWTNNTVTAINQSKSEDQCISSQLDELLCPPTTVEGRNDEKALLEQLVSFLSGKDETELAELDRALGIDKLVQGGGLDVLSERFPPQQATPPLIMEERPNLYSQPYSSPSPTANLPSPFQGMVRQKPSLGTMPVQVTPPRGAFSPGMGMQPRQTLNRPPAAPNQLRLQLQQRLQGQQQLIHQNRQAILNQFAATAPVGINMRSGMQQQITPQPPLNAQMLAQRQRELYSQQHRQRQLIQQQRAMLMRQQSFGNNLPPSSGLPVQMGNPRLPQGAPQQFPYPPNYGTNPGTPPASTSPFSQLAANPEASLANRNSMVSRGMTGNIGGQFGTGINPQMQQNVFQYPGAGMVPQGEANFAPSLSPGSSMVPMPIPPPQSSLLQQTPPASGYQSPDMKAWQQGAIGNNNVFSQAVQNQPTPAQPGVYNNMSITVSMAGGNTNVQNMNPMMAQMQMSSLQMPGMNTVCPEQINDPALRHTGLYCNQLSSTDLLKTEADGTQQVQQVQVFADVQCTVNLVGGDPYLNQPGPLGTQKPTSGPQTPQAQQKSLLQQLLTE
COUP-TFII inh: NR2F2 transcriptional activity inhibitors, primary screen, cell-based, luciferase reporter, HEK293T, luminescence; COUP transcription factor 2 (Homo sapiens), P24468; HEK293T NGFI-A luciferase reporter; inhibition, % at 8.6 µM; 0.7% of 370,000 active;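 active = inhibition above a per-plate cutoff, mean inhibition of test wells between control levels plus 3 SD, cut at about 38% in these data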;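 also: cells cotransfected with COUP-TFII expression vector driving the NGFI-A reporter; 0% = median of COUP-TF2 test wells and 100% = reporter-only cells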
* marks the source's active call; other numbers are inactive results; / = not tested or not shown. Not all compounds are listed; rates above refer to the full screens.

SMILES	NR5A2 inv ag	SRC3 inh	NOD2 RIPK2 PPI	ABHD5-PLIN5 inh	MC4R antag cAMP	TLR9-MyD88 inh	LMP1 NFkB inh	SRC2 inh	MC4R ag barr	NCOA1 inh	COUP-TFII inh
CCc1nc2ccc(C(=O)NCCCn3ccnc3)cn2c1N(CC)Cc1cccc(Br)c1	-5	-6	1	4	6	/	/	27	-3.6	2	-3
Cc1cc(C)c(OCCN(C)Cc2ccccc2)c(Br)c1	-6	9	8	2	11	-2	6	-27	-0.3	17	10
Cc1cc(C)c(S(=O)(=O)N2CCN(c3ccccn3)CC2)c(C)c1	0	16	-5	0	5	5	-1	-3	2.8	-6	-13
O=S(=O)(c1ccccc1)c1nc(-c2ccccc2Cl)oc1NCCCN1CCOCC1	12	-6	6	2	3	-1	-2	6	-0.9	5	1
CCN(c1ccccc1)S(=O)(=O)c1cccc(C(=O)OCC(=O)c2c(N)n(C)c(=O)n(C)c2=O)c1	-4	-1	-4	-12	2	-4	3	-19	1.2	5	18
CC(=NC(C)C)C1=C(O)C(C)OC1=O (configuration not stated)	9	1	-8	1	8	-7	-6	-10	0.9	-1	-12
O=C(NNC(=S)NC(=O)c1cccs1)c1cccnc1	3	3	-3	-3	25	2	-2	-10	1.5	4	-1
Cc1c(C#N)c2ncn(Cc3ccccc3)c(=O)c2n1-c1ccccc1	-28	1	-1	17	-4	-1	7	-16	-0.6	0	-6
O=c1[nH]cnc2ccsc12	3	10	0	-5	5	3	1	-13	-0.3	-24	-4
COc1ccc(C(=O)Nc2nc3ccccc3[nH]2)cc1	-70	-18	1	8	12	-10	55*	40	-0.5	-7	30
Cc1cccc(NC(=O)NNC(=O)c2ccccn2)c1	-27	-4	1	5	2	1	4	-5	-0.3	-41	-29
Cc1ccc(C)c(S(=O)(=O)Nc2cc3c4c(c2)CC(=O)N4CCC3)c1	-19	12	6	5	6	-19	2	-22	2.5	-29	-12
Cc1ccc2nc(/C(C#N)=C/c3ccccc3C(=O)O)[nH]c2c1	-102	-88	8	3	-4	12	-5	-13	-0.4	-90	-1
O=C(Nc1nc(-c2ccccc2)cs1)C1CCCCN1S(=O)(=O)c1ccc(Cl)cc1 (configuration not stated)	3	10	-7	-14	3	5	4	/	1.2	-3	/
CCc1nnc(NC(=O)Cn2nc(-c3ccccc3OC)ccc2=O)s1	-18	7	9	-2	3	9	1	2	-0.8	4	0
CCCn1cc(CN2CCC(C(=O)Nc3cccc(-c4cscn4)c3)CC2)c(C)n1	8	10	-3	5	1	0	0	14	1.0	6	1
COCC(C)NCc1cccc2ccccc12 (configuration not stated)	-3	-3	-2	0	-5	-2	-10	-19	-1.2	0	-11
O=C(COC(=O)[C@@H]1CCCN1S(=O)(=O)c1ccc(Cl)cc1)NC12CC3CC(CC(C3)C1)C2	-19	12	3	-1	32*	0	0	8	2.2	0	2
Cn1cccc1C(=O)N1CCN(S(=O)(=O)c2ccccc2)CC1	-11	5	-7	-8	1	-3	-4	-18	1.3	8	-1
CCOc1ccc(Oc2cc(N)cc([N+](=O)[O-])c2)cc1	-19	-4	11	-9	12	10	3	-21	-2.5	-61	0
O=C(Nc1ccnn1C1CCN(C2CCC2)CC1)c1ccccc1Cl	-7	17	0	2	9	-13	7	-12	-4.4	1	-9
CC1(c2ccco2)NC(=O)NC1=O (configuration not stated)	-4	12	-4	0	5	5	-1	-5	-3.0	4	0
CCOc1c(C(=O)CC)cc2c(C)cc(=O)oc2c1C	39	-3	-7	3	-1	-3	-1	-12	-1.1	6	17
O=C(C1CCN(c2nnc(N3CCCC3=O)s2)CC1)N1CCN(c2cccc(C(F)(F)F)c2)CC1	2	20	-2	1	6	12	3	-6	1.9	9	18
COc1ccc2oc(C(=O)Nc3nnc(C)s3)c(C)c2c1	-118	-94	-5	-5	8	-8	30	-49	-1.3	-101	-56

Two entries from above, comma-delimited:
structure,NR5A2 inv ag,SRC3 inh,NOD2 RIPK2 PPI,ABHD5-PLIN5 inh,MC4R antag cAMP,TLR9-MyD88 inh,LMP1 NFkB inh,SRC2 inh,MC4R ag barr,NCOA1 inh,COUP-TFII inh
O=C(NNC(=S)NC(=O)c1cccs1)c1cccnc1,3,3,-3,-3,25,2,-2,-10,1.5,4,-1
Cc1c(C#N)c2ncn(Cc3ccccc3)c(=O)c2n1-c1ccccc1,-28,1,-1,17,-4,-1,7,-16,-0.6,0,-6

The listing continues:
SMILES	NR5A2 inv ag	SRC3 inh	NOD2 RIPK2 PPI	ABHD5-PLIN5 inh	MC4R antag cAMP	TLR9-MyD88 inh	LMP1 NFkB inh	SRC2 inh	MC4R ag barr	NCOA1 inh	COUP-TFII inh
Cc1ncc(C(=O)O)c(C(=O)O)c1N	5	8	-4	9	0	0	8	-12	-0.8	-19	3
Cc1nn(C)c(C)c1/C=C1/SC(=S)NC1=O	-7	22	-7	0	9	-2	2	3	-1.9	0	-10
COc1cc2c(c(OC)c1OC)CCc1cnoc1-2	4	12	-11	-2	2	-7	-5	22	-3.2	19	4
Cc1ccc(C)c(-n2c(SCC(=O)N3CCCC3)nnc2-c2ccccn2)c1	-13	0	6	-8	-4	-1	-2	-8	0.0	-6	8
COc1ccc(C(C(=O)NC2CCCC2)N(Cc2cccnc2)C(=O)Cc2cccs2)c(OC)c1 (configuration not stated)	12	4	-12	4	-1	-5	-6	31	0.5	-2	2
COCc1ccc(CN2CCCC(CO)(Cc3cccc(OC)c3)C2)o1 (configuration not stated)	-2	12	2	-1	19	7	-11	9	2.6	-3	-9
COc1ccc(C(=O)Nc2ccc(NC(=O)C(C)C)nc2)cc1	-13	6	4	0	2	6	-4	21	-3.3	-10	0
CCN(CC)C(=O)Cn1c(=O)n(-c2ccccc2)c(=O)n1CC(=O)N(CC)CC	7	-10	2	0	2	0	-3	-7	-0.7	18	23
O=c1c2cc3c(cc2[nH]c(=S)n1CCN1CCOCC1)OCO3	9	3	-2	-3	-5	-7	5	-13	-1.7	-25	-7
CCN(CC)C(=S)Nc1ccc(OC)cc1	13	2	-7	-9	2	-1	7	1	-1.4	9	-5
Cc1ccc(C)n1NC(=O)c1ccc([N+](=O)[O-])cc1	-7	7	-9	1	0	9	-4	-12	1.4	-4	9
CN=C(Nc1ccc(Cl)cc1)c1cccc(C(F)(F)F)c1	-7	-5	-5	15	8	-2	-46	5	0.6	-9	-5
CCn1c2ccccc2c2cc(NC(=O)COc3ccccc3OC)ccc21	20	20	-2	-7	-18	9	3	-14	-1.2	5	-1
COC1CCN(C(=O)C2CCC(=O)N(C3CCCCCC3)C2)CC1 (configuration not stated)	-35	-19	0	-2	6	-6	-24	-39	0.0	-86	1
CCC1CCCCN1C(=O)NC(=O)c1ccccc1 (configuration not stated)	-16	8	0	-4	20	-10	-7	-16	-0.8	-2	18
CC(=O)Nc1ccc(S(=O)(=O)N2CCN(C(=O)c3ncoc3-c3cccc(F)c3)CC2)cc1	-1	-3	-3	-3	8	-18	13	-10	0.4	-17	-21
CC(=O)Nc1ccc(Nc2ncc([N+](=O)[O-])c(Nc3ccc(NC(C)=O)cc3)n2)cc1	36	-11	-5	4	4	-13	15	0	-3.6	5	2
CCOC(=O)C1(CCOc2ccccc2)CCN(Cc2ccc(COC)o2)CC1	17	8	1	-2	-3	2	10	16	-3.3	7	2
CC(C)(C)NC(=O)C(c1ccccc1F)N(Cc1ccco1)C(=O)c1csnn1 (configuration not stated)	21	-2	0	2	3	4	-6	14	-0.2	4	10
COc1ccc(CNC(=O)c2sc(=O)n(Cc3ccccc3C)c2C)cc1	-6	-14	-8	2	15	/	/	-39	-1.0	1	-19
COc1cccc(NC(=O)C2CCCN2S(=O)(=O)c2ccc3c(c2)C(C)(C)C(=O)N3C)c1 (configuration not stated)	-9	-5	-7	-5	3	5	-6	-38	-2.0	-5	-7
O=C1CCC(C(=O)Nc2cccc(Br)c2)N1 (configuration not stated)	0	-9	2	0	12	-2	-6	-8	-1.2	3	5
C#CCn1c(=NC(=O)c2ccc(Br)s2)sc2cccc(OC)c21	-1	-51	0	-11	19	-3	-8	-33	4.3	-43	-15
Cc1cc(C)c(C)c(S(=O)(=O)Nc2ccc(O)cc2)c1C	5	8	-7	4	10	11	-2	6	0.8	-9	1

4 of the compounds above, with two lines to a compound.
Screens in order: NR5A2 inv ag | SRC3 inh | NOD2 RIPK2 PPI | ABHD5-PLIN5 inh | MC4R antag cAMP | TLR9-MyD88 inh | LMP1 NFkB inh | SRC2 inh | MC4R ag barr | NCOA1 inh | COUP-TFII inh
Cc1nn(C)c(C)c1/C=C1/SC(=S)NC1=O
 : -7 | 22 | -7 | 0 | 9 | -2 | 2 | 3 | -1.9 | 0 | -10
CCN(CC)C(=S)Nc1ccc(OC)cc1
 : 13 | 2 | -7 | -9 | 2 | -1 | 7 | 1 | -1.4 | 9 | -5
CCC1CCCCN1C(=O)NC(=O)c1ccccc1 (configuration not stated)
 : -16 | 8 | 0 | -4 | 20 | -10 | -7 | -16 | -0.8 | -2 | 18
COC1CCN(C(=O)C2CCC(=O)N(C3CCCCCC3)C2)CC1 (configuration not stated)
 : -35 | -19 | 0 | -2 | 6 | -6 | -24 | -39 | 0.0 | -86 | 1
